eIF2B yeast act = GCN4-lacZ reporter reduction in eIF2B-epsilon mutant yeast, primary screen, S. cerevisiae, eIF2B-epsilon R284H, Beta-Glo luminescence; inhibition, % at 25 µM (by protocol); hit rate 0.91% among 27,000; AID 688, 2007;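 active means mutant luminescence inhibited past about 50% while wild type luminescence and mutant growth stay under set limits, limit read from the data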; further: some compounds called inactive have numbers as strong as hits
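Material – yeast eIF2B-epsilon R284H mutant carrying GCN4–beta-galactosidase fusion · Medium – YPD yeast growth medium · Compound – one concentration, 25 µM, 0.25% DMSO · Times – 16 h at 30 °C exposure · Signal – Beta-Glo luminescence plus absorbance at 595 nm · Read-out – % inhibition of reporter signal and growth versus controls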
Yeast tox = yeast growth toxicity, wild-type and mutant, primary screen, cytotoxicity control for eIF2B function restoration project, wild-type and eIF2Bepsilon R284H mutant, A595; hit rate 0.3% among 30,000; AID 685, 2007; S. cerevisiae wild-type growth, A595 turbidity, 16 h; growth inhibition, % at 25 µM (by protocol);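 active means mutant and wild-type yeast strains alike exhibit over 30% growth inhibition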;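 further: 0% = untreated cell controls and 100% = YPD media blanks without cells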
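Incubation: 16 h growth with compound, 30 °C; Material: S. cerevisiae wild-type or eIF2Bepsilon-R284H mutant strain; Signal: turbidity measured as absorbance at 595 nm; Medium: YPD yeast growth medium; Measure: growth inhibition (%) versus cell controls and blanks; Doses: 25 µM single dose.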
Yeast tox inhibition % = further read-out of Yeast tox, marked with its call; growth inhibition, %; S. cerevisiae eIF2Bepsilon-R284H mutant growth, A595 turbidity, 16 h;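 each compound tested once at 25 µM; 0% equals untreated cells and 100% equals cell-free medium blanks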
eIF2B yeast act mutant toxicity = second read-out of eIF2B yeast act, no call of its own (marks repeat the call); growth inhibition, %; measured here: mutant yeast growth, toxicity;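 each compound tested once at 25 µM; zero equals untreated control growth and 100 equals blank medium absorbance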
* = called active by the depositor; . = not tested or not shown. These rows are one share of the data; rates above refer to the full screens.

The line under a structure holds: eIF2B yeast act, eIF2B yeast act mutant toxicity, Yeast tox, Yeast tox inhibition %
> CC(C)NC(=O)c1ccc(OC2CSC2)cc1
 : -8, -12, -7, -12
> CCN1C(=O)CC(N2CCN(c3ccc(C(=O)c4ccncc4)cc3)CC2)C1=O (stereo unspecified)
 : ., ., 6, 8
> CCCCC(=O)Nc1cccc(NC(=O)c2ccc3c(c2)OCO3)c1
 : 2, ., 6, 0
> C(=N\n1cnnc1)/c1ccc2c(c1)OCO2
 : -37, -4, 2, -4
> O=C(c1nn2c(C(F)(F)F)cc(-c3ccc(F)cc3)nc2c1Cl)N1CCOCC1
 : 17, -11, -1, -11
> O=C(c1ccco1)N1CCN(C(c2cccs2)c2nnnn2C2CCCC2)CC1 (stereo unspecified)
 : -8, ., -17, 0
> Cc1ccc(S(=O)(=O)c2nc(-c3ccccc3)oc2NCc2cccnc2)cc1
 : 31, 4, 0, 4
> CCN(CC)S(=O)(=O)c1cccc(-c2nnc(SCc3nnc(-c4cccs4)o3)n2N)c1
 : -17, -14, 3, -14
> CC1CN(C(=O)c2cc(S(=O)(=O)N3CCCC3)c(Cl)cc2Cl)CC(C)O1 (stereo unspecified)
 : 8, -5, 0, -5
> COc1cccc2cc(C(=O)C3=C(O)C(=O)N(CCN4CCOCC4)C3c3cccs3)oc12 (stereo unspecified)
 : 5, 3, 11, 3
> Cc1ccc(NC(=O)CSc2nnnn2-c2ccc3c(c2)OCO3)cc1C
 : -26, 10, -20, 10
> Cc1oc2c(CN3CCCC3)c(O)ccc2c(=O)c1-c1ccc(Cl)cc1
 : 4, ., 29, 0
> O=C1c2ccccc2C(=O)N1CC#CCN1CCN(C2CCCCC2)CC1
 : -3, 14, 2, 14
> CCCCn1nnnc1NCc1cccnc1
 : 15, -5, 10, -5
> Cc1ccc(C(=O)NC(C)c2ccccc2)o1 (stereo unspecified)
 : -10, -3, -4, -3
> COc1ccc2c(c1)Cc1sc(NC(C)=O)nc1-2
 : ., ., 24, 7
> Cc1cc(C)n(-c2cc(=O)n(C)c(=O)n2C)n1
 : 51*, ., -3, 18
> Cc1ccc(C)c(-n2nnnc2SCC(=O)c2ccc3c(c2)NC(=O)CO3)c1
 : ., ., -14, -44
> CC(SC1CCCC1)C(=O)Nc1ccnn1C(C)C (stereo unspecified)
 : 6, 10, 45, 10
> COc1ccc(N(C(=O)c2ccco2)S(=O)(=O)c2ccc(F)cc2)cc1
 : 24, ., -5, 0
> CC(C)c1nnc(NC(=O)CCC(=O)NC2CCCCCCC2)s1
 : -3, 9, -11, 9
> CCN(Cc1ccccc1)C(c1cc2ccc(C)cc2[nH]c1=O)c1nnnn1CCOC (stereo unspecified)
 : 19, ., 5, 0
> O=C1CC(N2CCCCCC2)C(=O)N1c1ccc2c(c1)OCO2 (stereo unspecified)
 : 5, 23, 24, 23
> CC(=O)N=C1SC2CS(=O)(=O)CC2N1c1cccc(Cl)c1Cl (stereo unspecified)
 : 22, -15, -7, -15
> CCN(c1ccccc1)S(=O)(=O)c1ccc(N)c(OC)c1
 : 20, 18, 11, 18
> CCNC(=O)CSc1nnc(-c2ccc(OC)cc2)n1CC(C)C
 : ., ., 15, 9
> N#CC1=C(N)SC(C(=O)c2ccccc2)C1c1cccs1 (stereo unspecified)
 : -19, 7, 21, 7
> CCc1ccc2nc(SCC(=O)N3CCCCC3)c(C#N)cc2c1
 : 9, -13, -36, -13
> CCOC(=O)CSc1nnc(-c2cccs2)n1-c1ccccc1
 : -13, ., ., .
> COC(=O)[C@H](CCSC)NC(=O)NCCc1ccccc1F
 : 14, 17, -11, 17
> CC1CN(Cc2nc3c(c(=O)[nH]c(=O)n3C)n2CCN2CCOCC2)CC(C)O1 (stereo unspecified)
 : -16, 7, -4, 7
> O=C(NCC(c1cccnc1)N1CCOCC1)Nc1ccccc1 (stereo unspecified)
 : 24, 9, 21, 9
> CCOC(=O)C1C(C)N=C2SCC(=O)N2C1c1cccc(Br)c1 (stereo unspecified)
 : 4, 12, -9, 12
> O=C(COC(=O)c1ccccc1)Nc1ccccc1N1CCOCC1
 : 4, 6, 0, 6
> CSc1nc(-c2ccccc2O)nc(-c2ccccc2O)n1
 : 6, -3, 0, -3
> O=C1NC(=O)c2cc(NC(=O)C3CCCO3)ccc21 (stereo unspecified)
 : 17, 25, 12, 25
> Cc1ccc2nc(-c3ccc(SCC(=O)Nc4cc(C)on4)nc3)[nH]c2c1
 : 19, -4, -1, -4
> c1ccc(-c2nn3c(C4COc5ccccc5O4)nnc3s2)cc1 (stereo unspecified)
 : 13, 17, 2, 17
> Cc1c(NS(=O)(=O)CC23CCC(CC2=O)C3(C)C)c(=O)n(-c2ccccc2)n1C (stereo unspecified)
 : 24, 19, 5, 19
> N#Cc1ccccc1NC(=O)c1ccc(-c2ccccc2Cl)o1
 : -10, 7, -21, 7
> Cn1cnnc1SC(C(=O)Nc1ccc(F)cc1)c1ccccc1 (stereo unspecified)
 : 11, 6, 25, 6
> COc1ccc(C(=O)CSc2nnc(COc3ccccc3)n2Cc2ccco2)cc1
 : 42, -26, 0, -26
> COc1ccccc1-n1c(-c2ccc(NS(C)(=O)=O)cc2)n[nH]c1=S
 : 19, 10, 4, 10
> CC1=NC(=O)C(N=Nc2ccccc2)N1c1ccccc1 (stereo unspecified)
 : 41, ., ., .
> CCn1c(O)c(/C=N/N=C/c2ccccc2)c2ccc(C3=NNC(=O)CC3)cc21
 : -13, 22, 12, 22

Carrying on:
SMILES	eIF2B yeast act	eIF2B yeast act mutant toxicity	Yeast tox	Yeast tox inhibition %
O=C(CCCN1C(=O)c2ccccc2C1=O)NCCCN1CCOCC1	-25	.	12	0
CC(OC(=O)Cn1c(C(F)(F)F)nc2ccccc21)C(=O)N1CCCc2ccccc21 (stereo unspecified)	.	.	20	9
CN(C)/C=N/c1c(C(=O)NCc2ccccc2)nnn1Cc1ccccc1	-31	-30	-1	-30
CS(=O)(=O)N(Cc1ccccc1)c1ccc(C(=O)NCCSCc2ccco2)cc1	11	26	5	26
Cc1c(N/C=C/C(=O)c2ccc(Cl)cc2)c(=O)n(-c2ccccc2)n1C	.	.	26	17
CCOC(=O)N1CCN(C(c2cccc(OC)c2)c2sc3nc(C)nn3c2O)CC1 (stereo unspecified)	14	26	5	26
CCOc1ccc(CN(Cc2ccco2)S(=O)(=O)c2ccc(-n3cnnn3)c(OC)c2)cc1	.	.	-5	-5
Cc1ccc(C(=O)N/N=C/c2ccc(S(=O)(=O)O)o2)c(Cl)c1	.	.	5	3
CC1(C)Cc2c(oc3ncn4ncnc4c23)CO1	21	-16	27	-16
COc1ccc(NC(=O)CSc2nnc(-c3ccccn3)n2N)c(OC)c1	-8	-22	9	-22
Cc1cc(C(=O)Cn2nnc3ccccc3c2=O)c(C)n1-c1c(C)n(C)n(-c2ccccc2)c1=O	28	12	15	12
N#Cc1cn(CC(=O)NCc2cccnc2)c2ccccc12	16	.	15	0
Cc1cc(C)n(CCc2nc(-c3ccc(C)o3)cs2)n1	.	.	23	9
O=C1[C@@H]2[C@H](C(=O)N1Cc1ccco1)[C@H]1C=C[C@@H]2C1	21	-14	4	-14
CCC1=NNc2cccc3c(OC)ccc1c23	.	.	13	10
CCC(CC)C(=O)Nc1cccc(C(=O)NCCc2ccc(S(N)(=O)=O)cc2)c1	29	-11	-2	-11
CCn1c(SCC(N)=O)nnc1-c1ccc(OC)c(OC)c1	-2	.	.	.
COc1cc(-n2c3nc4ccccc4nc3c3c(=O)n(Cc4ccco4)cnc32)cc(OC)c1OC	10	9	-1	9
COc1ccc(C2Sc3nncn3N2Cc2ccc(C#N)cc2)cc1 (stereo unspecified)	31	.	-8	0
O=C(CSc1nc2ccccc2n1CCc1ccccc1)NC1CCS(=O)(=O)C1 (stereo unspecified)	17	14	-5	14
CCN1C(=O)CSC1=NC12CC3CC(CC(C3)C1)C2	19	22	10	22
CCCn1c(SCC(=O)Nc2nnc(-c3ccccc3)s2)nnc1-c1ccccn1	1	.	.	.
CCc1ccccc1NC(=O)c1cnccn1	9	.	.	.
CCN1CCN(c2nc3sc4c(c3c3ncnn23)CC(C)CC4)CC1 (stereo unspecified)	-2	-9	-17	-9
Cc1cc(C(=O)OCC(=O)Nc2ccccc2F)c(C)o1	4	-5	-14	-5
CCC(C)(C)n1nnnc1C(CC(C)C)N1CCC(C(N)=O)CC1 (stereo unspecified)	30	-7	19	-7
CCOC(=O)c1cnc(SCc2cccc(C)c2)nc1N	11	-7	23	-7
N=c1n(CCN2CCCCC2)c2ccccc2n1CC(O)c1cccc(Br)c1 (stereo unspecified)	17	-3	7	-3
Brc1ccc(CN2CCSCC2)cc1	11	11	9	11
CC(C)Cn1c2c(c(O)c(C(=O)Nc3ccc(F)cc3)c1=O)CCCC2	8	16	18	16

An excerpt of these results, field by field.
> COc1ccc(C2Sc3nncn3N2Cc2ccc(C#N)cc2)cc1 (stereo unspecified)
  eIF2B yeast act: 31 | eIF2B yeast act mutant toxicity: . | Yeast tox: -8 | Yeast tox inhibition %: 0

> O=C(CSc1nc2ccccc2n1CCc1ccccc1)NC1CCS(=O)(=O)C1 (stereo unspecified)
  eIF2B yeast act: 17 | eIF2B yeast act mutant toxicity: 14 | Yeast tox: -5 | Yeast tox inhibition %: 14

> CCN1C(=O)CSC1=NC12CC3CC(CC(C3)C1)C2
  eIF2B yeast act: 19 | eIF2B yeast act mutant toxicity: 22 | Yeast tox: 10 | Yeast tox inhibition %: 22

> CCCn1c(SCC(=O)Nc2nnc(-c3ccccc3)s2)nnc1-c1ccccn1
  eIF2B yeast act: 1 | eIF2B yeast act mutant toxicity: . | Yeast tox: . | Yeast tox inhibition %: .

Next compounds follow:
SMILES	eIF2B yeast act	eIF2B yeast act mutant toxicity	Yeast tox	Yeast tox inhibition %
Cc1ccc(CNc2ncnc3c2cnn3-c2ccccc2)cc1	-48	-5	-3	-5
COc1cccc(C2=NOC(C(=O)NCCCn3ccnc3)C2)c1 (stereo unspecified)	.	.	17	13
CC(=O)N1CCN(S(=O)(=O)c2cccc(C(=O)Nc3nc4c(s3)CCCC4)c2)CC1	-10	3	8	3
N#CCCCSC1=C(C#N)C(c2ccccc2Cl)CC(=O)N1 (stereo unspecified)	38	8	-11	8
O=C(CN1C(=O)C2(OCCCO2)c2ccccc21)NCCc1ccccc1	8	.	-7	0
COc1ccc2c(c1)[n+](=O)c(C(C)=O)c(C)n2[O-]	20	11	1	11
COc1ccc(S(=O)(=O)NCc2ccccn2)cc1Cl	-5	8	13	8
Cc1ccc(-c2noc(CN3CCC(C(N)=O)CC3)n2)cc1	36	-12	-6	-12
C=CCn1c(SCc2c(C)noc2C)nc2sc3c(c2c1=O)CCC(C)C3 (stereo unspecified)	7	-14	18	-14
O=C(O)C1CCN(C(=O)c2ccccc2C(=O)N2CCC(C(=O)O)CC2)CC1	17	22	6	22
CN(CC(=O)N1CCc2ccccc21)S(=O)(=O)c1ccc(Cl)cc1	50	8	-10	8
CSc1nnc(-c2ccc(F)cc2)o1	-4	-5	10	-5
Cc1ccc(-c2nn(-c3ccccc3)cc2C2CC(c3cccs3)=NN2C(=O)CCCC(=O)O)cc1 (stereo unspecified)	29	16	3	16
COCC(=O)N(C)C1(c2nnnn2CCOC(=O)Nc2cccc3ccccc23)CCCC1	.	.	4	-10
COc1ccc(CCNC2CC(=O)N(CCc3ccc(OC)c(OC)c3)C2=O)cc1 (stereo unspecified)	17	25	11	25
CC(C)Cc1nc2n[nH]c(N)c2c2c1COC(C)(C)C2	.	.	1	10
N#Cc1c(N)nc(SCC(=O)OCc2ccccc2)c(C#N)c1-c1ccco1	-14	3	-7	3
CCOC(=O)CC1=NS(=O)(=O)c2ccccc2N1	-2	-11	-2	-11
Cc1ccc(S(=O)(=O)c2c(COC(=O)c3cccc(Cl)c3)c(-c3ccccc3)nn2C)cc1	36	12	12	12
O=C(CSc1nnc(-c2ccncc2)n1Cc1ccccc1)Nc1nccs1	-35	-38	8	-38
CCn1ncc(C2=NOC(C(=O)N3CCN(c4ccccc4)CC3)C2)c1C (stereo unspecified)	-20	19	13	19
O=C(O)c1ccccc1NS(=O)(=O)c1ccccc1C(F)(F)F	-2	8	9	8
CC(=O)c1ccc(NC(=O)C(Cc2ccccc2)NC(=O)c2ccco2)cc1 (stereo unspecified)	29	-12	-2	-12
NC(=O)c1ccc(NC(=O)CCCc2nc(-c3ccccc3Cl)no2)cc1	29	-14	-6	-14
CCCCNc1nc(N(C)c2ccccc2)nc(-n2ccnc2)n1	-7	-3	-1	-3
N#Cc1c(-n2cccc2/C=N/O)sc2c1CCCC2	18	-9	12	-9
CC12CCC(C(=O)N3CCc4ccccc43)(CC1=O)C2(C)C (stereo unspecified)	-4	-4	6	-4
CCN1CCc2nc(SCC(=O)Nc3ccc(OC)cc3)c(C#N)cc2C1	30	-25	-1	-25

Screening results: PubChem, PCMD
